Assay outcomes from PubChem BioAssay.
E-selectin induc – E-selectin induction on HUVECs | P16581 | HUVEC E-selectin immunofluorescence imaging; normalized: neutral wells 0, TNF-alpha wells 100 | activation, % at 7.58 µM | hit rate 0.37% among 260,000 | AID 686992;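 active = mean E-selectin-positive cell signal at least 10% of the positive control, reached in at least 60% of replicates, without over 20% cell loss; inconclusive = no rule given, readout overlaps actives, possibly toxicity-flagged; inactive = the rest, including those meeting only one limit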;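 also: in these data hits start at about 27%; measured in HUVEC primary endothelial cells; signal is the percent of cells scored E-selectin positive by PE staining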
Target sequence (P16581 whole entry, looked up): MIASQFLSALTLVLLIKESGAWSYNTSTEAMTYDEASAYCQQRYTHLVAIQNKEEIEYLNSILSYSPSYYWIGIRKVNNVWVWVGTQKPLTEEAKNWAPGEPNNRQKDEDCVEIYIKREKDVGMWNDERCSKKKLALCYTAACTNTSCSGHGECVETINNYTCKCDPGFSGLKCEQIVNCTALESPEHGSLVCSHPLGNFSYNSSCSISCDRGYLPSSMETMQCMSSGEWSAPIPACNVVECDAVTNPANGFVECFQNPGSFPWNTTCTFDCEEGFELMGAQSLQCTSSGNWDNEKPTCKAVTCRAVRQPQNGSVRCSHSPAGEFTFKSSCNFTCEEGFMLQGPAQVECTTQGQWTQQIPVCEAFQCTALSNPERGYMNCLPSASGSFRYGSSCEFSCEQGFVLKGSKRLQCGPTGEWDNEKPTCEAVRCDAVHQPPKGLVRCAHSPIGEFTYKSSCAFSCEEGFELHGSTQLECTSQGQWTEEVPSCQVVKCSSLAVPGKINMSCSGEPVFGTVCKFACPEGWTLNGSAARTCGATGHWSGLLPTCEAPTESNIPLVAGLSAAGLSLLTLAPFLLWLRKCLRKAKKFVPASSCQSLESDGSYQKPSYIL
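System: HUVEC / Compound: single concentration / Signal: immunofluorescence imaging / Read-out: percent E-selectin-positive cells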
GSIS activator – GLuc luminescence reporter in INS-1E cells, primary screen for activators of glucose-dependent secretion of insulin; INS-1E GLuc reporter insulin secretion, 2-3 h; activation, % at 16.6 µM; hit rate 0.61% among 370,000; AID 743287;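 active = lowest replicate activation of at least 40%, so every replicate reaches that level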;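 also: 0% = median of neutral control wells and 100% = median of IBMX positive control wells; some compounds called inactive have numbers as strong as hits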
RAD52 anneal inh – blocks human RAD52 DNA annealing; P43351; recombinant RAD52 DNA annealing, FRET fluorescence; inhibition, % at 18.7 µM; hit rate 0.46% among 360,000;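 active = every replicate showing at least 50% inhibition; inconclusive = mean inhibition at least 50% but not in every replicate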
Target sequence (P43351 whole entry, looked up): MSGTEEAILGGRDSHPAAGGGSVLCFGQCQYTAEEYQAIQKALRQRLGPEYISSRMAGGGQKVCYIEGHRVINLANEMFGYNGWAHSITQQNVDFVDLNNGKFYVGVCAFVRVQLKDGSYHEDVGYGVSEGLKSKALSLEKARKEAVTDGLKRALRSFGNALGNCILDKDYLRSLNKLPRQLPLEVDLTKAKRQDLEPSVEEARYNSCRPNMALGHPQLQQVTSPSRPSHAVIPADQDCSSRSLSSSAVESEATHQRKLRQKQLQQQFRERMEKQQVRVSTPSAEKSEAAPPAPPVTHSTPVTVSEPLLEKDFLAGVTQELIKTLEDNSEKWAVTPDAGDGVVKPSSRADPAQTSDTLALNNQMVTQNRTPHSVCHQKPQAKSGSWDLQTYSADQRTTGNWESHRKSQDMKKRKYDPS
Xi reactivation – X-chromosome reactivation activator. XiGFP mouse fibroblasts, % GFP-positive cells imaging, 3 d; cells co-treated with 5-aza-dC sensitizer; scaled so ellipticine positive control = 100%. hit rate 0.055% among 360,000. activation, % at 7.58 µM. AID 743238;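 active = mean normalized replicate activation at least 10% and every replicate at or above 10%; inconclusive = only one of the two criteria met; inactive = mean below 10% and not all replicates reach 10%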;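 also: 0% = median of on-plate neutral control wells and 100% = ellipticine 6 µM median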
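Assay system – SV40-immortalized XiGFP fibroblast cells, line 68-5-11 · Buffer or medium – DMEM supplemented with 5-aza-dC as sensitizing agent · Dosing – one concentration, pinned · Benchmarks – positive control ellipticine, 6 µM final · Times – 3 days compound exposure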
CFTR F508del cor – CFTR F508del correction in bronchial cells; hit rate 0.36% among 350,000; activity (quench increase), % at 7.58 µM; CFBE cells, YFP halide quenching; stimulated with forskolin plus potentiator P3; % fluorescence drop versus neutral controls;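 active = mean added fluorescence quench of at least 8% versus neutral control, with both replicates also reaching 8%; inconclusive = only one of the mean or replicate conditions met; inactive = mean below 8% and not both replicates reaching 8%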;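 also: cells transiently co-express mutant CFTR-F508del with the halide-sensitive YFP; corrector assay measuring rescue of mutant channel to the surface after 24 h compound exposure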
DENV2 CPE – protects cells from dengue virus 2 cytopathic effect; DENV2-infected cells, cytopathic effect rescue, plate reader; CPE inhibition, % at 9.99 µM; hit rate 1.7% among 350,000; in the data active = CPE inhibition above about 20%, passing the limit was not always enough; inconclusive = no clear call, values can overlap the other calls; tested in BHK-21 cells;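 also: 0% = median of neutral control wells and 100% = median of positive control wells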
CASP6 VEID inh – caspase-6 (human) enzyme inhibition | purified caspase-6, Z-VEID-R110 cleavage fluorescence | inhibition, % at 12.5 µM | hit rate 0.53% among 350,000;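 active = mean inhibition across replicates at least about 35%, with every replicate also reaching that limit, limit read from the data; inconclusive = only one of the two criteria met; inactive = neither criterion met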;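 also: 0% = median of neutral control wells and 100% = no fluorescence left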
RAD54 branch – blocks human RAD54 Holliday junction branch migration; inhibition, % at 10.4 µM; hit rate 0.14% among 360,000; FAM/BHQ fluorescence; Q92698; AID 602329;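 active = mean normalized replicate activity at least 40 and at least half of replicates scoring 40 or more; inconclusive = only one of the two criteria met; inactive = mean below 40 and under half of replicates reaching 40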;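 also: 0% = median of neutral control wells and 100% = median of positive control wells; inhibitors cause a drop in the FAM fluorescence signal; in these data hits start at about 50%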
* hit, by the source's call; ? = inconclusive; · = no result given; & = joins results of further samples.

SMILES	E-selectin induc	GSIS activator	RAD52 anneal inh	Xi reactivation	CFTR F508del cor	DENV2 CPE	CASP6 VEID inh	RAD54 branch
O=C(O)C[C@H]1C[C@H]2c3cc(NS(=O)(=O)c4ccc(F)cc4)ccc3O[C@H]2[C@@H](CO)O1	0.0	15.3	1.1	0.0	-0.1	-4.3	3.3	·
O=c1c2ccccc2nc(-c2ccccc2Cl)n1O	·	-8.9	-3.3	0.0	·	-3.1	0.6	·
CCCC#Cc1ccc2c(c1)O[C@@H](CN(C)Cc1ccncc1)[C@H](C)CN([C@@H](C)CO)S2(=O)=O	0.3	-29.9	-48.2	-0.7	-1.4	4.5	0.9	2.7
CCCCCc1cc(=O)oc2c(C(CCN3CCCCC3)c3ccc(OC)cc3)c(OC)cc(OC)c12 (configuration not stated)	0.0	·	-122.1	0.0	-1.1	2.0	-0.4	0.7
Cc1ccc(S(=O)(=O)N[C@H]2C=C[C@H](CC(=O)NCCCN(C)C)O[C@@H]2CO)cc1	-0.3	-6.5	2.8	0.4	-1.4	0.8	-12.1	-3.6
CCCS(=O)(=O)NC(=O)C1(C)CCN(C(=O)c2cc(-c3cccs3)oc2C)C1 (configuration not stated)	0.1	-4.2	-15.2	0.8	1.2	?	1.0	2.6
COc1ccc(C(=O)N2[C@@H](C(C)C)COc3cc(Br)ccc3S2(=O)=O)cc1	-0.2	-10.0	-7.8	0.1	-0.6	1.9	0.1	0.1
NNC(=O)C(=O)Nc1ccc(O)cc1	·	19.1	-15.9	0.2	-0.3	4.9	-5.1	·
CCOc1ccc(Br)cc1S(=O)(=O)NC1=NCCCCC1	0.3	-0.9	-12.2	0.1	2.9	-3.9	-0.7	-4.2
COc1cccc(/C=C/C(=O)N2CC(C)OC(C)C2)c1OC (configuration not stated)	-0.3	26.3	-10.8	0.1	-4.3	10.1	·	12.0
Cc1ccc(-c2nn(-c3ccccc3)cc2C(=O)NN2CCN(C)CC2)cc1	0.6	5.3	5.7	-0.1	-3.1	1.3	-19.4	11.4
C[C@@H]1CCCCO[C@H](CN(C)C(=O)CCCN(C)C)[C@@H](C)CN([C@@H](C)CO)C(=O)c2cc(NC(=O)Nc3ccc4c(c3)OCO4)ccc2O1	-0.2	-17.0	·	0.0	1.2	47.4*	·	13.1
C[C@H](NC(=O)C[C@H]1C[C@H]2c3cc(NC(=O)CC4CC4)ccc3O[C@H]2[C@@H](CO)O1)c1ccccc1	-0.2	-6.3	2.0	0.0	-0.6	-0.8	-0.1	8.0
COc1ccc(CN2CC(=O)N3[C@H]4c5cc(C)ccc5OC[C@@H]4[C@H](c4ccccc4)[C@]3(C)C2=O)cc1	0.2	·	-22.9	0.8	1.1	8.4	-2.2	-7.8
COc1cc(OC)c(C(=O)Nc2cccc3ccccc23)cc1OC	·	4.5	-4.1	0.0	-0.7	-7.4	-1.4	7.9
CC1CCC(NC(=O)CCCn2sc3ccccc3c2=O)CC1 (configuration not stated)	·	13.6	-7.4	-0.1	-1.5	-3.8	-2.5	-1.0
C[C@@H]1CN([C@H](C)CO)C(=O)c2cc(NC(=O)c3ccncc3)ccc2O[C@@H](C)CCCCO[C@@H]1CN(C)Cc1ccccc1	-0.4	14.7	8.7	0.6	-1.7	-2.9	2.3	-0.4
CCN(C[C@H]1N[C@@](C)(C(=O)OC)[C@H]2C(=O)N(C)C(=O)[C@@H]12)S(=O)(=O)c1ccc(F)cc1	·	39.8	-0.7	0.3	0.8	5.1	4.2	-7.1
CNC[C@H]1Oc2ccc(NS(=O)(=O)c3ccc(C)cc3)cc2CC(=O)N([C@H](C)CO)C[C@@H]1C	14.3	8.6	3.6	-0.1	-2.0	8.7	-1.7	15.7
COc1ccc(C(C)(O)c2nc(-c3ccccc3)cs2)cc1 (configuration not stated)	0.2	-30.7	-26.5	-0.1	0.5	-4.1	1.7	-2.3
C[C@@H]1CN([C@@H](C)CO)C(=O)c2c(c3ccccc3n2C)-c2ccccc2CO[C@@H]1CN(C)S(=O)(=O)c1ccc(C(F)(F)F)cc1	-0.6	-11.0	11.6	-1.2	1.8	-7.1	1.5	·
Cc1ccc(S(=O)(=O)NC(=O)c2ccccc2C)cc1	0.3	26.8	-10.9	0.2	1.3	18.4	-0.8	4.7
Cc1coc2c(C)c3oc(=O)c(CCC(=O)N[C@@H](C)C(=O)N[C@@H](Cc4ccccc4)C(=O)O)c(C)c3cc12	·	-5.6	-1.4	·	2.5	-1.1	15.7	-6.9
Cc1ccc(S(=O)(=O)NCCNC(=O)CN2CCOCC2)cc1	-0.4	5.5	0.1	0.2	-2.3	-3.5	2.5	-6.5
COc1cccc(C#Cc2ccc([C@H]3[C@@H](CO)N4C(=O)CN(S(=O)(=O)c5ccccc5C)C[C@H]34)cc2)c1	-0.4	4.7	-7.6	0.3	0.5	-10.1	0.5	·
COc1ccc(S(=O)(=O)Nc2ccc3c(c2)C(=O)N([C@@H](C)CO)C[C@@H](C)[C@H](CN(C)Cc2ccc(C(F)(F)F)cc2)O3)cc1	0.3	-21.1	-34.6	-1.0	-1.4	-6.1	2.3	-3.5
CCCCc1n(CC(=O)c2ccc(Cl)cc2)c2ccccc2[n+]1C	0.0	5.5	16.1	0.0	-1.4	6.9	-2.8	-15.8
Oc1ccc(C23CC4CC(CC(C4)C2)C3)cc1O	-0.4	-14.4	-2.2	-0.1	-0.2	2.3	11.2	-4.7
C[C@@H]1CN([C@@H](C)CO)C(=O)Cc2cc(NC(=O)Nc3ccc(C(F)(F)F)cc3)ccc2O[C@@H]1CN(C)S(=O)(=O)c1ccc(Cl)cc1	0.4&1.6	-7.4&-5.3	-23.8	-0.4&-0.3	5.9	3.9	-3.5	-2.0
COC(=O)c1c(-c2ccc(OC)cc2)sc2cc3c(cc12)OCO3	·	-2.9	-10.1	0.0	-1.2	20.5*	2.4	0.1
Cc1ccc(S(=O)(=O)N(C)C[C@H]2Oc3ccc(NC(=O)Cc4ccccc4)cc3C(=O)N([C@H](C)CO)C[C@@H]2C)cc1	-0.3	-14.6	16.1	0.3	-0.4	66.2*	1.7	4.8
Cc1csc(N/N=C/c2c(F)cccc2Cl)n1	-0.1	-24.2	-7.9	0.0	1.3	2.2	0.7	1.3
COc1ccc2c3c([nH]c2c1)[C@H](CO)N(C(=O)CN(C)C)CC31CN(C(=O)c2ccncc2)C1	0.4	29.8	34.2	0.0	1.9	-3.2	·	·
CCC(=O)N[C@@H]1CC[C@H](CC(=O)NCC2CC2)O[C@H]1CO	-0.2	-2.5	16.6	0.2	-2.7	11.8	1.7	·
CCCc1cn(CC[C@H]2CC[C@@H](NC(=O)Nc3ccc4c(c3)OCO4)[C@@H](CO)O2)nn1	-0.1	-4.1	-7.0	-0.3	2.1	3.5	-1.4	3.4
C[C@H](CO)N1C[C@H](C)[C@@H](CN(C)C(=O)C2CCC2)Oc2cc(-c3ccc(F)cc3)ccc2S1(=O)=O	0.4	0.0	·	-0.4	-4.9	·	·	·
CC(=O)Nc1ccc2c(c1Br)Cc1ccccc1-2	·	7.9	-17.6	0.0	-2.3	-15.2	-1.9	·
N/C(=N\O)c1ccccc1-n1cccc1	-1.2	3.3	-9.2	0.1	1.6	8.2	-1.0	·
O=C(CSCSCC(=O)NCC1CCCO1)NCC1CCCO1 (configuration not stated)	·	4.5	-2.3	·	1.0	4.9	-0.3	-26.8
Cc1cc(NC(=O)CSc2nnc(-c3ccccc3F)n2N)no1	-0.4	-11.5	-0.6	-0.1	-2.1	-7.1	3.1	-7.9
CC(C)CC(NC(=O)C1CCC(C)CC1)C(=O)NCc1ccco1 (configuration not stated)	-0.2	3.3	-8.0	0.2	-2.1	13.5	0.3	-3.5
C[C@H]1CN([C@@H](C)CO)C(=O)Cc2cc(NC(=O)Nc3ccccc3)ccc2O[C@H]1CN(C)S(C)(=O)=O	-1.9	1.1	0.5	0.1	0.0	?	-1.5	3.9
CS(=O)(=O)N1[C@H](C#N)[C@@H](c2ccc(C#CC3CC3)cc2)[C@@H]1CO	0.7	-1.9	-44.8	-0.1	-0.3	14.3	0.2	-15.1
Cc1cccc(S(=O)(=O)N(C)C[C@H]2OCc3ccccc3-c3c(n(C)c4ccccc34)C(=O)N([C@H](C)CO)C[C@H]2C)c1	-0.4	-19.9	23.0	0.2	1.0	7.6	-1.2	-5.3
COc1ccc2c(-c3ccc(SC)cc3)c(-c3ccc(S(C)(=O)=O)cc3)sc2c1	-0.1	3.2	0.1	0.0	-0.5	-3.9	0.7	4.8
CC(=O)c1nnn(-c2ccc(Cl)cc2C#N)c1C	·	·	-16.0	0.1	-0.5	6.2	0.4	·
COc1cc(Br)c(C(C)NC(=O)c2ccccc2)cc1OC (configuration not stated)	·	0.0	-4.0	·	-5.3	8.6	-0.9	-3.1
O=C(NC1CCN(Cc2ccccc2)CC1)c1ccc(Cn2c(=S)[nH]c3ccc(N4CCOCC4)cc3c2=O)cc1	8.7	-1.4	-18.5	-0.1	2.4	0.5	-4.9	3.5
COc1ccc(-c2cn(CC[C@@H]3CC[C@@H](NC(=O)CCN4CCCCC4)[C@H](CO)O3)nn2)cc1	-0.2	17.1	4.7	0.0	1.4	2.6	-42.6	-1.0
COc1ccc(CCNC(=O)CNC(=O)c2nn(-c3ccc(OC)c(OC)c3)c(=O)c3ccccc23)cc1OC	-0.1	18.1	4.0	0.0	-0.6	2.1	-0.4	4.9
O=c1[nH]c(C2CCN(S(=O)(=O)c3cccc(C(F)(F)F)c3)CC2)nc2c1nnn2Cc1cccc(F)c1	0.3	-39.1	-20.8	-0.1	1.2	-6.1	0.0	0.6
CN1CCN(C(=O)C[C@@H]2CC[C@@H]3[C@@H](COc4ccc(NC(=O)C5CCOCC5)cc4C(=O)N3C)O2)CC1	0.0	10.3	-7.5	0.0	·	-4.2	-6.6	12.3
COc1ccc2c3c(n(C)c2c1)[C@H](CO)N(Cc1nccs1)CC31CN(C(=O)CN(C)C)C1	0.1	-4.4	-4.5	0.3	0.5	?	-2.3	·
Cc1ccc(C)c(S(=O)(=O)Nc2cccc(-n3cnnn3)c2)c1	·	-6.1	-10.0	0.0	0.1	-2.7	3.6	-3.2
CC(=O)N/C(N)=N/c1nc(=O)c2ccccc2s1	·	·	-6.6	?	1.1	-1.2	-0.3	·
CN1CCN(C(=O)C[C@H]2C[C@H]3c4cc(NC(=O)NC5CCCCC5)ccc4O[C@H]3[C@H](CO)O2)CC1	0.0	3.2	17.0	0.3	-3.5	-2.0	-1.2	-11.5
O=C(CCc1nc2ccccc2c(=O)[nH]1)N1CCN(S(=O)(=O)c2cccc([N+](=O)[O-])c2)CC1	1.3	-5.8	-2.7	0.0	0.1	-3.8	4.7	-1.7
CC(=O)OCC1=C(C(=O)O)N2C(=O)[C@@H](NC(=O)Cc3cccs3)[C@H]2SC1	·	12.9	-60.9	·	-2.6	-0.9	20.4	5.5

This is a random part of the collection; 3.7% or so of the library scored in one or more.
